inhibitors of VEEV – inhibitors of VEEV TC-83 cytopathic effect, confirmation, Vero cells (AID 588727). Vero cells, VEEV TC-83 cytopathic effect inhibition; higher % means a stronger effect. one-dose inhibition, % at 20 µM; IC50 in µM for titrated hits. hit rate 0.13% among 350,000; in the data active = a potency from the dose series; inconclusive = inhibition mostly from about 14% at the one dose, without a potency; inactive = the rest, 99 in 100 with inhibition below about 12%; also: strong numbers were not always called active
H1N1 NS1A inhibition – H1N1 influenza NS1A inhibitors, functional cell based assay (AID 504329). inhibition, % at 12.5 µM; hits with a dose series show IC50 in µM. hit rate 0.3% among 340,000. NS1A functional cell-based assay, percent inhibition; higher % means a stronger effect; in the data active = a potency from the dose series; inconclusive = inhibition above about 27% without an active follow-up result; also: strong numbers were not always called active
tuberculosis growth – growth inhibition of non-replicating M. tuberculosis (AID 488890); inhibition, % at 25 µM; hits with a dose series show IC50 in µM; hit rate 0.39% among 320,000; Mycobacterium tuberculosis non-replicating, growth inhibition; higher % means a stronger effect; in the data active = a potency from the dose series; inconclusive = inhibition mostly from about 82% at the one dose, without a potency; inactive = the rest, 99 in 100 with inhibition below about 76%;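 also: plate controls were DMSO cells for no effect and high antibiotic wells for full effect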
H37Rv inhibition – M. tuberculosis growth inhibition, HTS (AID 449762). M. tuberculosis H37Rv growth inhibition, 7H9 media; higher % means a stronger effect. one-dose inhibition, % at 25 µM; IC50 in µM for titrated hits. hit rate 0.59% among 330,000; in the data active = a potency from the dose series; inconclusive = inhibition above about 70% without an active follow-up result;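 also: bacterial growth assessed after seven days of incubation; strong numbers were not always called active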
Salmonella PhoP GFP – PhoP regulon inhibitors, Salmonella typhi PhoP promoter GFP reporter, confirmatory (AID 1850); Salmonella Typhi PhoP-promoter GFP reporter, fluorescence, 4 h; higher % means a stronger effect; one-dose inhibition, % at 50 µM; IC50 in µM for titrated hits; hit rate 0.33% among 310,000; in the data active = a potency from the dose series; inconclusive = inhibition mostly from about 25% at the one dose, without a potency; inactive = the rest, 99 in 100 with inhibition below about 19%;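 also: 0% = induced wells with vehicle and 100% = uninduced wells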
inhibitors of VEEV 10K pilot screen – recorded beside inhibitors of VEEV, whose call it bears; inhibition, %; measured here: 10K pilot screen inhibition
The depositor's hits bear a star; i = inactive; ? = inconclusive; · = not tested or not shown.

SMILES	inhibitors of VEEV	H1N1 NS1A inhibition	tuberculosis growth	H37Rv inhibition	Salmonella PhoP GFP	others
CCOCCCNC(=O)C(NC(=O)c1ccccc1O)c1ccc(Cl)cc1 (configuration not stated)	2.8%	5%	-3%	-5%	2%
CC(=O)NCC(=O)N[C@@H](CC(=O)OCc1ccccc1)C(=O)OCc1ccccc1	3.2%	-24%	4%	-7%	2%
NC(=O)C1CCCN(C(=O)c2cccc(NC(=O)c3cccs3)c2)C1 (configuration not stated)	1.8%	-9%	·	·	·
COc1ccc(OCc2ccc(C(=O)NN)cc2)cc1	i	-3%	24%	40%	7%
COc1ccc(OC)c2[nH]c(=O)c(CCNC(C)=O)cc12	i	-7%	·	-6%	·
O=C1OC[C@H]2CCCN2C(=O)[C@@H](CC(=O)N(CCO)Cc2ccccc2)C/C=C\CC[C@@H]1Cc1ccc(F)cc1	2.5%	0%	57%	2%	·
CCCC1C(C#N)=C(N)Oc2n[nH]c(C(C)(C)C)c21 (configuration not stated)	0.6%	1%	-2%	2%	0%
CC(C)C(=O)Nc1ccc2c(c1)Cc1cc(NC(=O)C(C)C)ccc1-2	1.2%	-9%	14%	-9%	-5%
COc1ccc(C2CC(c3ccc(Cl)cc3)=NN2C(=O)c2cccc([N+](=O)[O-])c2)cc1 (configuration not stated)	1.1%	8%	35%	22%	-2%
O=c1nc(-c2ccccc2)c2cc(SC(F)F)ccc2[nH]1	0.3%	-3%	0%	-7%	9%
CCOC(=O)C1(Cc2ccc(OC)cc2)CCN(C(=O)[C@@H]2CCCN2C(C)=O)CC1	3.5%	-4%	2%	-4%	-16%
Cc1cc(NC(=O)Nc2ccccc2[N+](=O)[O-])n(C)n1	0.8%	-9%	-9%	-2%	-6%
Cc1cc(=O)[nH]c(-n2nc(C)c(Oc3ccccc3O)c2C)n1	2.4%	-12%	?	62%	3%
CC1CCN(CCCn2c(SCC(=O)Nc3ccccc3Cl)nc3ccccc3c2=O)CC1	6.9%	6%	59%	7%	3%
CCn1cc([N+](=O)[O-])c(C(=O)Nc2ccn(Cc3ccccc3F)n2)n1	i	10%	1%	-4%	-11%
CCOCCCNC(=O)c1ccc(CS(=O)(=O)c2cccc(C(F)(F)F)c2)o1	i	-21%	-2%	-1%	-6%
CCOc1ccc(CCNC(=O)COC(=O)/C=C/c2ccc(C)o2)cc1OCC	3.1%	-8%	8%	1%	-2%
COC(=O)Nc1ccc(Cn2cc(C(F)(F)F)ccc2=O)cc1	0.7%	·	-1%	1%	-13%
COc1ccc(C(=O)OCC(=O)c2c[nH]c3ccccc23)cc1OC	7.8%	-7%	10%	-2%	·
Cc1nc2sccn2c(=O)c1S(=O)(=O)Nc1cccc(Cl)c1C	1.2%	35%	3%	-6%	6%	inhibitors of VEEV 10K pilot screen=0.9
COc1ccc(OCc2cc(C(=O)N3C[C@@H](C)O[C@@H](C)C3)no2)c(Cl)c1	0.2%	-1%	7%	5%	0%
CC1C(=O)C(C)(C)C(=O)OC1c1ccccc1 (configuration not stated)	0.9%	10%	-9%	-14%	5%
CC1CCCN(CCS(=O)(=O)c2ccccc2)C1 (configuration not stated)	i	-8%	11%	3%	6%
COc1ccc(-c2cc(C(=O)OCC(=O)NC3CC3)c3ccccc3n2)cc1	0.7%	-19%	27%	22%	·
O=C(Nc1ccc(Cl)cc1C(=O)N1CCOCC1)c1ccco1	1.5%	2%	0%	1%	-4%
Cc1nc(Cl)c(C(=O)NCc2ccccc2)c(C)c1Cl	0.3%	6%	13%	-10%	-9%
CCNC(=O)COC(=O)/C=C/c1ccccc1[N+](=O)[O-]	2.2%	-1%	-1%	-2%	1%
O=C1NCCN2CCCC12 (configuration not stated)	1.0%	1%	4%	0%	-2%
Cc1c(NC(=O)C(C)N2C(=O)C3CCCCC3C2=O)c(=O)n(-c2ccccc2)n1C (configuration not stated)	0.1%	-8%	-10%	0%	7%
O=C(CN1C(=O)/C(=C/c2ccccc2)SC1=S)Nc1ncc(Cc2ccccc2)s1	0.4%	-7%	12%	5%	-7%
CCc1cccc(C)c1NC(=O)c1cc(-c2ccncc2)nc2ccccc12	7.6%	6%	·	·	·
CC[C@]12c3[nH]c4cc(CCC(=O)N(C)C)ccc4c3CCN1C(=O)[C@@H](CC(=O)NCc1ccco1)C[C@@H]2C(=O)N1CCN(C(=O)C2CC2)CC1	0.1%	-13%	·	·	·
Cc1cccc(-c2nc(C#N)c(NCC3CCCO3)o2)c1 (configuration not stated)	1.7%	-19%	0%	-3%	-2%
Cc1ccc(/C=C/S(=O)(=O)Nc2ccc(C)cc2)cc1	2.5%	2%	14%	10%	-6%
COC(=O)[C@]1(C)N[C@H](CN(C)C(=O)NC(C)C)[C@@H]2C(=O)N(C)C(=O)[C@@H]21	0.7%	-10%	-4%	2%	·
S=c1[nH]nc(-c2ccccn2)n1/N=C/c1ccc(-c2ccccc2Br)o1	23µM*	-3%	·	·	·
N#Cc1ccccc1CSc1nc(N2CCCCC2)nc(N2CCCCC2)n1	3.0%	3%	-19%	12%	12%
O=C1c2cccc3c(Cl)ccc(c23)C(=O)N1O	0.3%	-10%	63%	32%	-6%
CC(Cc1ccccc1)C(=O)N[C@@H](CO)Cc1ccccc1 (some centres not stated)	1.4%	10%	-18%	0%	-1%
CCN(CC)C(=O)CSc1nnc(CNc2ccc(F)cc2)n1Cc1ccco1	i	1%	8%	-1%	-11%

Molecules above with an aryl thioether with sulfur outside any ring:
SMILES	inhibitors of VEEV	H1N1 NS1A inhibition	tuberculosis growth	H37Rv inhibition	Salmonella PhoP GFP	others
O=c1nc(-c2ccccc2)c2cc(SC(F)F)ccc2[nH]1	0.3%	-3%	0%	-7%	9%
CC1CCN(CCCn2c(SCC(=O)Nc3ccccc3Cl)nc3ccccc3c2=O)CC1	6.9%	6%	59%	7%	3%
N#Cc1ccccc1CSc1nc(N2CCCCC2)nc(N2CCCCC2)n1	3.0%	3%	-19%	12%	12%
CCN(CC)C(=O)CSc1nnc(CNc2ccc(F)cc2)n1Cc1ccco1	i	1%	8%	-1%	-11%

Following part.
SMILES	inhibitors of VEEV	H1N1 NS1A inhibition	tuberculosis growth	H37Rv inhibition	Salmonella PhoP GFP	others
COC(=O)[C@H]1C[C@H](O)CN1S(=O)(=O)c1ccc(Br)cc1F	1.1%	-10%	·	·	·
Cc1ccccc1NN=Nc1nc2c([nH]1)c(=O)n(C)c(=O)n2C	1.4%	3%	-9%	-9%	-5%
COc1ccccc1CNS(=O)(=O)c1c(C)noc1C	0.5%	-1%	·	-12%	-20%
O=C(NNC(=O)c1ccccn1)c1cccc([N+](=O)[O-])c1	1.1%	15%	i	?	14%
COC(=O)c1c(NC(=O)Nc2ccc(Cl)cc2)sc(C)c1C	1.5%	3%	-2%	1%	-11%
O=C(Nc1cccc(OC(=O)c2cccnc2)c1)c1cccnc1	2.6%	0%	-5%	6%	10%
CCN(C(=O)Cc1c(C(=O)O)[nH]c2ccccc12)c1ccc(OC)cc1	2.1%	3%	11%	11%	6%
CC(C)c1nc2sc3c(=S)nc[nH]c3c2c2c1CCC2	0.8%	1%	-24%	9%	-13%
CCCCCCSc1cc(-c2nc3ccc(Cl)cn3c2NCCCC)ccc1OC	i	-3%	-16%	4%	0%	inhibitors of VEEV 10K pilot screen=2.0
O=Nc1c(O)n(Cc2ccc(Cl)c(Cl)c2)c2ccccc12	4.2%	8%	31%	12%	-15%
CCCN1C(=O)c2cc(C(=O)Nc3ccc(OC)cc3OC)ccc2C1Nc1ccc(OC)cc1OC (configuration not stated)	8.5%	-30%	12%	59%	-2%
O=C(c1ccccc1)N1CCN(c2ccccc2)CC1	i	2%	·	·	·
COC(=O)c1[nH]c2ccc(Br)cc2c1NC(=O)Oc1ccccc1	7.6%	12%	7%	3%	-1%
CCN1CCN(C(=O)Cn2ncc3c([nH]c4ccc(C)cc43)c2=O)CC1	1.3%	4%	-1%	-7%	9%
O=C1CC(N(O)c2ccccc2)C(=O)N1c1cc(Cl)cc(Cl)c1 (configuration not stated)	2.8%	-1%	71%	0%	0%
CN1CCN(c2ccc(NC(=O)c3cc([N+](=O)[O-])ccc3N3CCOCC3)cc2)CC1	0.3%	-2%	-8%	-3%	1%
O=C(CCn1c(=O)c2cccn2c2ccccc21)Nc1ccc(F)cc1	12%	7%	25%	-3%	-14%
O=C(CN1CCCCC1)Nc1nnc(-c2ccc([N+](=O)[O-])cc2)s1	i	24%	i	16µM*	-21%
CC(=O)Nc1nnc(SCc2ccc(C(=O)Nc3ccccc3F)cc2)s1	2.3%	0%	7%	5%	4%
O=C(NCC(c1cccnc1)N1CCN(c2ccccc2F)CC1)Oc1ccccc1 (configuration not stated)	5.7%	-1%	11%	1%	7%
Cc1c(CCO)sc[n+]1CC(=O)OC12CC3CC(CC(C3)C1)C2	0.7%	4%	33%	2%	-7%
COCCNCC(=O)N1c2ccccc2Sc2ccccc21	i	0%	14%	1%	-5%
CCc1ccc2[nH]cc(C(=O)N3CCCCCC3)c(=O)c2c1	1.6%	3%	74%	?	1%
Cc1ccc(S(=O)(=O)NCc2ccc(C(=O)NC3CCCCC3)cc2)cc1	i	1%	7%	9%	3%
COc1ccc(/C=N/Nc2nncc3ccccc23)cc1	0.1%	5%	-4%	1%	6%
COc1ccnc(Nc2cccc(C)c2)c1C#N	i	-1%	9%	8%	17%
CC(C)(C)N=C(NS(=O)(=O)c1cccs1)c1ccccc1	1.0%	-9%	·	·	·
Cc1cc(NC(=O)CCC(=O)NNC(=O)c2ccc(C(C)(C)C)cc2)no1	0.2%	-12%	2%	-1%	-7%
COc1ccccc1C(=O)NC(=O)COC(=O)c1ccc([N+](=O)[O-])cc1Cl	3.2%	-5%	61%	?	-4%
CCOC(=O)N1CCN(C(=O)Cn2nc(C)n3nc(-c4ccccc4)cc3c2=O)CC1	0.9%	13%	7%	3%	-19%
COc1cccc(CN2CCNC(=O)C2CC(=O)N(C)CC2CCOCC2)c1OC (configuration not stated)	2.4%	4%	4%	1%	-11%
COc1ccccc1/C=C/C=N/NC(=O)CCn1nnc2ccccc21	2.6%	6%	-33%	14%	-3%
Cc1ccc(-n2ncc3c(NNC(=O)c4ccco4)ncnc32)cc1C	4.3%	-1%	8%	-7%	19%
CSc1nnc(CNC(=O)c2ccccc2)n1-c1cccc(C)c1	0.3%	24%	6%	-13%	·
CCC(=O)Oc1ccc2c(C)cc(=O)oc2c1C(=O)c1ccccc1	0.6%	0%	13%	-10%	-3%
Cc1nccn1-c1cc(C(C)(C)C)nc2c(-c3ccccc3)cnn12	i	-8%	10%	-2%	-5%
Cc1ccc(C(=O)N(CN2CCCC2=O)c2ccc(F)cc2)cc1	0.4%	7%	-5%	-7%	3%
COc1ccc(OC)c(NC(=O)C2CCN(c3cc(-c4ccccc4)nc4ncnn34)CC2)c1	4.1%	2%	-11%	6%	2%
COc1ccc(C)cc1NC(=S)NC12CN3CN(CN(C3)C1)C2	·	·	-16%	2%	11%
O=C(O)COc1ccccc1/C=C1\C(=O)NC(=O)N(CCC2=CCCCC2)C1=O	0.1%	2%	1%	-3%	-1%
Cc1nc(C)c(/C(O)=C/c2nc3ccc([N+](=O)[O-])cc3oc2=O)o1	·	·	-4%	-4%	1%
CN(C)/C=C/C(=O)c1cnc(-c2ccccc2Cl)s1	1.2%	-1%	62%	12%	-10%
COc1ccc(-c2nn(CCC#N)cc2C(=O)NCc2ccccc2)cc1	?	-6%	6%	-3%	-1%
CC(=O)c1ccccc1OC(=O)COc1ccc(Cl)cc1C	i	·	4%	-1%	-11%
O=C(NC(=S)Nc1cccc(NC(=S)NC(=O)c2ccco2)n1)c1ccco1	1.5%	6%	9%	-3%	0%
CC(C)CN1CCC(=O)N([C@H](CO)c2ccccc2)CC1	0.1%	-1%	-7%	-5%	5%
COc1ccc(NC(=O)NS(=O)(=O)c2ccc(C)cc2)cn1	0.9%	5%	3%	27%	-5%
COc1ccccc1/C=C/C=N/NC(=O)c1ccc(=O)n(C)c1	0.6%	4%	-18%	5%	-9%
N#CCC(=O)Nc1ccc(C(=O)OCC(=O)NC(=O)Cc2ccccc2)cc1	1.7%	2%	7%	-1%	-6%
Cc1ccc(-n2ncc3c(NCc4ccccn4)ncnc32)c(C)c1	1.7%	3%	38%	7%	3%
C1=C(CCNc2ncnc3c2[nH]c2ccccc23)CCCC1	7.1%	-11%	?	?	31µM*

High-throughput results deposited in PubChem BioAssay by Southern Research Specialized Biocontainment Screening Center.
